A3G deaminase = inhibitors of human APOBEC3G DNA deaminase. inhibition, % at 20 µM. recombinant A3G, ssDNA deamination FAM/TAMRA fluorescence. 330,000 compounds, 0.28% hits. Q9HC16;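 active = inhibition of at least 40% at 20 µM, with no more than 30% in the related APOBEC3A deaminase screen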;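 note: plate controls were DMSO wells with A3G for no effect and wells lacking A3G enzyme for full effect; some compounds called inactive have numbers as strong as hits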
SENP8 block-1 = blocks the human protease SENP8 | Q96LD8 | purified SENP8, Z-RLRGG-aminoluciferin cleavage, luminescence | inhibition, % at 10 µM | 330,000 compounds, 1.2% hits | AID 2540; in the data active = inhibition above about 50%
SENP6 inh = SENP6 protease inhibition. 330,000 compounds, 1.8% hits. Recombinant SENP6 catalytic domain, aminoluciferin luminescence. inhibition, % at 10 µM. Q9GZR1;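 active = inhibition above about 50% at the single tested dose, limit read from the data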;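 note: plate controls were DMSO wells with enzyme for no effect and DMSO wells lacking enzyme for full effect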
UBC13 polyUb = human UBC13 polyubiquitination inhibition; 330,000 compounds, 0.47% hits; AID 485273; UBC13 polyubiquitin chain formation, TR-FRET; P61088; inhibition, % at 20 µM; in the data active = inhibition above about 45%, passing the limit was not always enough
SENP7 block = blocks the human protease SENP7; Q9BQF6; recombinant SENP7, Z-RLRGG-aminoluciferin luminescence, 40 min; inhibition, % at 5 µM; 330,000 compounds, 1.5% hits;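 active = inhibition above about 50% at the single test dose, limit read from the data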;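 note: plate controls were DMSO with enzyme for no effect and no enzyme buffer wells for full effect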
SENP8 block-2 = blocks human SENP8 cleavage of Nedd8 substrate; Q96LD8; recombinant SENP8, Nedd8 substrate fluorescence; inhibition, % at 20 µM; 360,000 compounds, 0.64% hits; AID 602440; in the data active = inhibition mostly above about 40%, no sharp cut-off; inactive = mostly below about 27%
SENP1 inh = blocks the human SENP1 SUMO protease catalytic domain | Q9P0U3 | recombinant SENP1 catalytic domain, CyPet-SUMO1-YPet FRET cleavage | inhibition, % at 10 µM | 360,000 compounds, 0.21% hits;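 active = inhibition at least 30% at 10 µM, raw YFP signal under a set limit, fluorescence ratio 0.5 to 1.5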;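 note: 0% = enzyme with DMSO and 100% = no enzyme wells; some results filed as inactive read as strong as hits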
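Compound: 10 µM single point, 0.5% DMSO; Test system: hSENP1 catalytic domain, recombinant; Timing: 50 min reaction at room temperature; Technique: FRET, CFP and YFP emission; Control set: no-enzyme wells low, DMSO-plus-enzyme wells high control.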
Apaf-1 inh = inhibitors of human Apaf-1 apoptosome | reconstituted apoptosome caspase-3 activity, DEVD-Rh110 fluorescence | inhibition, % at 20 µM | 330,000 compounds, 0.71% hits | AID 489030; active = inhibition of at least 40% at 20 µM;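 note: plate controls were DMSO wells for no effect and DEVD-CHO caspase inhibitor wells for full effect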
Target sequence (O14727 whole entry, looked up): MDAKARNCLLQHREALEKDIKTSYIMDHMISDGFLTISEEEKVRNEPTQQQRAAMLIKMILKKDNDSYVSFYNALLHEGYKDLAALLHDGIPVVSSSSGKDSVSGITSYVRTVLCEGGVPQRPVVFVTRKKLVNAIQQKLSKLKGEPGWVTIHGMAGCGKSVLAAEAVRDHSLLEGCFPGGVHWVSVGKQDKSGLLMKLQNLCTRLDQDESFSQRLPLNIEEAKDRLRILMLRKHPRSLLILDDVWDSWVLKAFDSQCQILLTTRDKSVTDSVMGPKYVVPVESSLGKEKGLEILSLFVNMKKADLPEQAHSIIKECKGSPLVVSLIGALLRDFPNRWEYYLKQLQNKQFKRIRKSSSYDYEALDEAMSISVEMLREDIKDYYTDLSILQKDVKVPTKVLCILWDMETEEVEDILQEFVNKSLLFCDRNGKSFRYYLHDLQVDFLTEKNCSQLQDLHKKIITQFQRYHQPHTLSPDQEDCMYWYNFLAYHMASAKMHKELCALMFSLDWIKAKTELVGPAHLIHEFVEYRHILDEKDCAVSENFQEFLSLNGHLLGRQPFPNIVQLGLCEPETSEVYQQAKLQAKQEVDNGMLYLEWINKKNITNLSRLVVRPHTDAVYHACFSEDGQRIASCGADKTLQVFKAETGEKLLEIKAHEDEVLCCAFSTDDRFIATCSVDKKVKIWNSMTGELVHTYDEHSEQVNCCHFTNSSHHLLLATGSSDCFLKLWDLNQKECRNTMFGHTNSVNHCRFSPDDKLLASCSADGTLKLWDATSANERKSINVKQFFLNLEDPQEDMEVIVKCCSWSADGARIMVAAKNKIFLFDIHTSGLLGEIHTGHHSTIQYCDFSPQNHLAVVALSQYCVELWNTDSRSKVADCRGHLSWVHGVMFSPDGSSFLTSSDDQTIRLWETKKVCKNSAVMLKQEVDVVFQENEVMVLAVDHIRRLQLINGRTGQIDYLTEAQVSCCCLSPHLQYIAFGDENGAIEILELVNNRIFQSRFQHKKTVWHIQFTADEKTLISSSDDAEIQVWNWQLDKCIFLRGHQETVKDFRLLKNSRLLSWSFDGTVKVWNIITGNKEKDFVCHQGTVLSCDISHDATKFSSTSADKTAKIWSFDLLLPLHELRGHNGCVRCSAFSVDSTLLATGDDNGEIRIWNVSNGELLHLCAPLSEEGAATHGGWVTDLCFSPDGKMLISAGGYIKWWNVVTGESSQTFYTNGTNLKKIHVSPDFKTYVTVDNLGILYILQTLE
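Medium: Hepes buffer, pH 7.5 / System: biochemical Apaf-1 apoptosome reconstitution / Measured by: Rh110 fluorescence, excitation 480 nm, emission 540 nm / Times: compound with Apaf-1, dATP, procaspase-3 30 min, then 50 min reaction, room temperature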
* hit, by the source's call; . = not tested or not shown.

SMILES | A3G deaminase | SENP8 block-1 | SENP6 inh | UBC13 polyUb | SENP7 block | SENP8 block-2 | SENP1 inh | Apaf-1 inh
COc1ccc(NC(C)C(=O)N/N=C/c2ccccc2OCc2ccc(Br)cc2)cc1 (stereo unspecified) | -2 | 9 | 16 | -10 | 5 | 28 | 0 | 9
CCc1nc2ccccc2n1CC(=O)N1CCN(Cc2ccccc2)CC1 | -7 | 3 | 8 | 7 | 1 | 10 | 1 | 5
CC1CN(C(=O)c2c([N+](=O)[O-])cnn2C)CC(C)O1 (stereo unspecified) | -2 | 2 | 1 | -1 | 1 | 27 | -3 | -10
CCC1CCCCN1S(=O)(=O)c1ccccc1 (stereo unspecified) | -3 | -13 | -15 | 2 | -6 | 21 | 1 | 1
CCOC(=O)C1=C(COC(=O)/C=C/c2ccco2)NC(=O)NC1C (stereo unspecified) | 5 | -11 | -27 | -3 | -12 | 6 | 0 | 11
CCN1CCCc2cc(CN(CCN3CCOCC3)C(=S)Nc3cc(F)cc(F)c3)ccc21 | -7 | -2 | 4 | 9 | -1 | 5 | -9 | 6
CC1CCN(C(=O)CN(c2ccc(Cl)c(C(F)(F)F)c2)S(C)(=O)=O)CC1 | -3 | 3 | -6 | 2 | 5 | 7 | 3 | -10
CCC1(CC)NC(=O)N(CC(=O)Nc2cccc3ccccc23)C1=O | -5 | 14 | 13 | 4 | 8 | 9 | 0 | -10
Cc1ccccc1NC(=O)COC(=O)C1C2CC3OC(=O)C1C3C2 (stereo unspecified) | -2 | -11 | -4 | -2 | 3 | 7 | 2 | 0
CCCNc1nc(Cl)nc(NCc2cccnc2)n1 | -8 | -5 | -23 | 12 | -8 | 26 | -14 | 11
CC(=O)c1ccc(NC(=O)CSc2nc(N)c3cc4c(nc3n2)CCCC4)cc1 | 2 | 0 | 23 | 10 | 1 | -276 | -25 | -5
Nc1nc(CN2CCC(Cc3ccccc3)CC2)nc(Nc2ccccc2)n1 | -6 | 3 | 6 | 16 | 5 | 20 | -9 | -1
Cc1nc(NC(=O)COC(=O)CCc2nc3ccccc3s2)c(Cl)cc1Cl | -5 | -10 | -18 | 6 | -4 | 7 | 3 | -1
Cc1ccc(NC(=S)Nc2cc(C)on2)cc1 | -9 | 0 | 10 | -4 | 7 | 26 | -2 | 7
Cc1cccc2sc(NC(=O)CCNC(=O)c3ccco3)nc12 | -12 | 6 | 2 | -2 | -5 | 3 | 2 | 2
CC(c1ccccc1)n1c(N2CCNCC2)nc2c1c(=O)[nH]c(=O)n2C (stereo unspecified) | -7 | 2 | -15 | -6 | 1 | 10 | 0 | 0
CCOC(=O)Cn1nc(C)c2c1CCCC2=O | 2 | -1 | 1 | 1 | 12 | 5 | -4 | -7
CC(NC(=O)Nc1cccc(Cl)c1)C(c1cccs1)N1CCCC1 (stereo unspecified) | -6 | -4 | -11 | 9 | -5 | 3 | -1 | 2
C#CCNC(=O)C(C)c1ncc(C(F)(F)F)cc1Cl (stereo unspecified) | -6 | 1 | -15 | 6 | -4 | 11 | 1 | -8
CCC1C(=O)NCCN1C(=O)CCc1nnc(CCc2ccc(OC)cc2)o1 (stereo unspecified) | -9 | 5 | 1 | -11 | 6 | 5 | -4 | -6
Cc1ccc(CS(=O)(=O)CCC(=O)NCc2ccc3c(c2)OCO3)cc1 | -1 | 11 | 1 | -7 | 0 | 10 | 1 | -8
COc1ccc(C)cc1N(C(=O)c1snc(C(N)=O)c1N)C(C(=O)NC1CCCCC1)c1ccc(C)o1 (stereo unspecified) | -5 | -8 | -6 | -2 | -2 | -330 | -23 | 18
Cc1ccc(Nc2c(F)c(F)c(F)c(F)c2C(=O)O)c(C)c1 | -2 | 19 | 0 | -5 | 4 | 18 | 3 | 0
C/C=C/C(=O)Nc1cccc(C2=NOC3(C2)C[C@H](C(N)=O)N(C(=O)c2ccccc2C(=O)c2ccccc2)C3)c1 (stereo partly specified) | -5 | -13 | -20 | 52* | 5 | . | . | 7
COc1cc(C2c3sc(=O)[nH]c3SC3C(=O)N(c4ccc(Br)cc4)C(=O)C32)ccc1O (stereo unspecified) | -1 | 0 | 0 | -6 | 8 | 10 | -9 | -4
O=S(=O)(c1ccc(F)cc1)N1CCN(c2ncnc3c2cnn3-c2ccccc2)CC1 | -6 | 9 | -2 | 13 | 1 | -2 | -1 | 9
CCC(=O)Nc1ccc(C(=O)COC(=O)c2nc3nccc(C)n3n2)cc1 | 56 | 6 | -12 | -21 | 2 | -9 | -2 | -8
Cc1ccc2[nH]c3c(c2c1)CN(C(=O)CN1CC(C)OC(C)C1)CC3 (stereo unspecified) | -9 | 7 | 3 | 2 | 7 | -49 | -17 | 6
O=C(Nc1cccc(C(=O)O)c1)/C(=C/c1cccc([N+](=O)[O-])c1)NC(=O)c1cccc(Br)c1 | -1 | -10 | -12 | -8 | 0 | 5 | -6 | 9
O=C(c1c(F)cccc1F)N1CCN(S(=O)(=O)c2ccc3c(c2)OCCO3)CC1 | -10 | -5 | -14 | -8 | -10 | 9 | -1 | 0
Cc1cc(C)cc(N2CCCn3c2nc2c3c(=O)n(CCN3CCOCC3)c(=O)n2C)c1 | 3 | -3 | -16 | 2 | 9 | 8 | 0 | 4
O=C(CSc1nnc(-c2ccccc2)o1)c1nnc(-c2ccccc2)o1 | -5 | -9 | -15 | -12 | 3 | -164 | 0 | 13
O=C(OCCN1CCN(C2=NS(=O)(=O)c3ccccc32)CC1)c1cccc(Br)c1 | -4 | -2 | -4 | 8 | 0 | 1 | -7 | -12
Cc1ccc(S(=O)(=O)NCCC(=O)NCc2ccc3c(c2)OCO3)cc1C | 1 | -2 | -4 | 0 | 8 | 17 | 1 | 8
NC(=O)NC(CC(=O)NCCCc1ccccc1)c1ccccc1Cl (stereo unspecified) | -8 | -9 | -23 | -2 | -3 | -1 | 1 | 1
Cc1cccc(C)c1NC(=O)C1(N2CCN(C(=O)c3ccco3)CC2)CCCCC1 | -6 | 1 | 5 | -1 | 6 | 18 | 0 | 10
CSCCC(NC(=O)c1ccccc1)C(=O)OCC(=O)NCc1ccco1 (stereo unspecified) | -3 | 5 | 8 | 4 | 1 | 22 | 0 | -4
CC(Oc1ccc(Cl)cc1Cl)/C(N)=N/O (stereo unspecified) | -4 | 9 | -2 | 4 | 6 | 6 | 0 | -10
COCCNC(=O)Cn1nc(Cc2ccncc2)c2ccccc2c1=O | -3 | -2 | 5 | 1 | 5 | 12 | 3 | -2
COc1ccc(S(=O)(=O)Nc2nc3ccccc3nc2NCc2ccc3c(c2)OCO3)cc1 | 3 | -5 | -36 | 7 | 0 | -432 | 1 | 19
COc1ccc(OC)c(C(=O)c2ccc(C(=O)c3cc(OC)ccc3OC)cc2)c1 | -9 | 4 | 2 | 23 | 1 | 13 | 0 | -16
CN(C)c1ccc(NC(=O)Nc2cccc(Cl)c2)cc1 | -2 | 80* | 89* | -4 | 88* | 17 | 3 | 6
Cc1nc(NC(=O)C2CC3CCCC(C2)C3=O)sc1C (stereo unspecified) | 10 | -7 | -6 | -8 | 8 | 12 | -1 | 8
C#CCCCCCCCCC(=O)NCCCC | -5 | -4 | -11 | 6 | -2 | 22 | -1 | 3
CCN1C(=O)C(=O)N(CC(=O)N2CCN(c3ccccc3)CC2)C1=O | -10 | -3 | -2 | 0 | -1 | 29 | 0 | -3
COc1ccccc1NC(=O)Nc1cccc(NC(C)=O)c1 | -7 | 0 | -5 | 22 | -2 | 4 | 2 | -24
CCN(CC(=O)Nc1ccc(C)c(S(=O)(=O)N(C)C)c1)Cc1ccccc1 | -6 | 4 | 21 | 7 | -2 | 12 | 2 | 9
O=C(NCCN1CCN(c2ccc([N+](=O)[O-])cc2)CC1)NCc1ccccc1 | -4 | -1 | -18 | -5 | 7 | 23 | -2 | 12

A run of entries of the results above:
SMILES | A3G deaminase | SENP8 block-1 | SENP6 inh | UBC13 polyUb | SENP7 block | SENP8 block-2 | SENP1 inh | Apaf-1 inh
CCN1C(=O)C(=O)N(CC(=O)N2CCN(c3ccccc3)CC2)C1=O | -10 | -3 | -2 | 0 | -1 | 29 | 0 | -3
COc1ccccc1NC(=O)Nc1cccc(NC(C)=O)c1 | -7 | 0 | -5 | 22 | -2 | 4 | 2 | -24
CCN(CC(=O)Nc1ccc(C)c(S(=O)(=O)N(C)C)c1)Cc1ccccc1 | -6 | 4 | 21 | 7 | -2 | 12 | 2 | 9
O=C(NCCN1CCN(c2ccc([N+](=O)[O-])cc2)CC1)NCc1ccccc1 | -4 | -1 | -18 | -5 | 7 | 23 | -2 | 12

Remaining list, next part.
SMILES | A3G deaminase | SENP8 block-1 | SENP6 inh | UBC13 polyUb | SENP7 block | SENP8 block-2 | SENP1 inh | Apaf-1 inh
NC(=O)c1nc(C2CCCCC2)nc2c1[nH]c(=O)n2-c1ccc(F)cc1 | -2 | -8 | 5 | 10 | 3 | -362 | -3 | 13
COc1ccccc1OCCCn1c(=O)oc2ccc(C)cc21 | -5 | -5 | -18 | -9 | -10 | 41* | -1 | 11
COc1ccc(CC(=O)NC(=S)Nc2ccc(S(N)(=O)=O)cc2)cc1 | -3 | -4 | -19 | 11 | 0 | 23 | -2 | -3
Cc1cc(Nc2n[nH]c(N)c2C#N)ccc1F | -1 | 1 | 16 | 8 | -1 | 23 | 2 | 1
CCOc1ccc2nc(SCC(=O)Nc3nonc3C)[nH]c2c1 | -4 | -3 | -4 | -1 | 4 | 10 | 2 | -9
CC(=O)Nc1ccc2c(c1)CCCC2=O | -1 | 0 | -7 | -6 | 1 | 5 | 2 | -17
COCCN1CCN(Cc2cn(C)nc2-c2ccc(Oc3ccccc3)cc2)CC1 | -7 | 5 | -5 | 0 | -5 | 23 | -2 | -23
O=c1[nH]nnc2sc3c(c12)CCCC3 | -4 | -3 | 4 | -6 | 12 | 15 | 1 | -8
Cc1ccccc1CCN(C(=O)CN1C(=O)c2ccccc2S1(=O)=O)C(C(=O)NCC1CCCO1)c1ccncc1 (stereo unspecified) | -3 | 1 | 8 | -6 | -1 | 14 | 2 | -4
COc1cccc(CC(=O)NNC(=O)c2c(-c3ccccc3)noc2C)c1 | -6 | 1 | -20 | 6 | -1 | 6 | 2 | -5
COc1cc(NC(=O)CNC(c2ccccc2)c2ccccc2)cc(OC)c1OC | -6 | -9 | 4 | 3 | -1 | 15 | 0 | 15
COc1cc(C(=O)N/N=C(\Cc2ncc[nH]2)c2ccccc2)cc(OC)c1OC | -1 | -4 | -11 | -23 | -5 | 0 | 3 | 1

Some of these compounds in order of the SENP6 inh value, rising:
molecule | SENP6 inh
COc1ccc(CC(=O)NC(=S)Nc2ccc(S(N)(=O)=O)cc2)cc1 | -19
COc1cc(C(=O)N/N=C(\Cc2ncc[nH]2)c2ccccc2)cc(OC)c1OC | -11
O=c1[nH]nnc2sc3c(c12)CCCC3 | 4

(further entries)
SMILES | A3G deaminase | SENP8 block-1 | SENP6 inh | UBC13 polyUb | SENP7 block | SENP8 block-2 | SENP1 inh | Apaf-1 inh
CCOC(=O)c1c(C)n(-c2ccc(OC)cc2)c2c(C/C(C)=N/O)c(Br)c(OC)c(O)c12 | -5 | -4 | 3 | -14 | 0 | 17 | 1 | 0
O=C(COC(=O)c1ccc([N+](=O)[O-])s1)Nc1ccccc1 | -1 | 53* | 64* | -3 | 36 | 33 | 2 | 24
COc1ccccc1C(=O)Nc1ccc(C(=O)/C=C/c2cccs2)cc1 | -7 | -7 | 9 | -3 | 0 | 10 | 0 | 3
COC(=O)N/N=C/c1ccc(-c2cc(Cl)cc(Cl)c2)o1 | 0 | -11 | -16 | -5 | -8 | -146 | 2 | 18
O=C(CCN1CCCCC1)NCC1OCCc2ccccc21 (stereo unspecified) | -10 | -1 | -6 | -13 | 1 | 10 | -1 | -6
O=[N+]([O-])c1ccc(C=Nc2cccc3ccccc23)s1 | -4 | 47 | 58* | -23 | 41 | -394 | -2 | 68*

Screens: PubChem, Sanford-Burnham Center for Chemical Genomics
